Screens (PubChem BioAssay)
Cy5 interf NS3h: counter-screen for HCV NS3 helicase inhibitors: fluorescence interference; Cy5-dT15 DNA with NS3h; actives lie on both sides; signal over control mean, under 1 quenches; fluorescence interference ratio at 100 µM; 6% of 16,000 active; AID 720488;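 active means compound fluorescence over control fluorescence at most 0.8, a quencher, or at least a set upper limit, an enhancer; inactive means ratio between 0.8 and the set upper limit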
NS3h inh CB: hepatitis C NS3 helicase inhibition, primary screen. NS3h Cy5-dT15 DNA binding, fluorescence polarization. inhibition, % at 100 µM. 1.6% of 16,000 active. AID 687043;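 active means inhibition above the average over every tested compound plus 3 SD, cut at about 40% in these data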
Numbers without * were called inactive; + = active, no number.

The first 7 compounds as a preview:
Compound,Cy5 interf NS3h,NS3h inh CB
Fc1cnc(Nc2ccccc2)nc1Nc1ccccc1,1.06,22.3
COc1ccc(N(CC(=O)NC(C)c2ccccc2)S(=O)(=O)c2ccc(C)cc2)c(OC)c1 (centres undefined),0.984,18.9
O=C(Nc1ccc(F)cc1F)c1nn2c(c1Cl)NC(c1cccs1)CC2C(F)(F)F (centres undefined),0.742*,11.5
COC(=O)c1cccc(-c2ccc(/C=C3/C(=O)NN(c4cccc(Cl)c4)C3=O)o2)c1,0.766*,11.9
CCCOc1ccc(C(=O)NCc2ccccc2)cc1,1.02,-0.7
O=C(C1CC1c1ccccc1)N1CCN(C(c2ccccc2)c2ccccc2)CC1 (centres undefined),0.922,5.9
Cc1cccc(C(=O)N2CCC(C(N)=O)CC2)c1,1.01,-11.5

This part in full, from the start:
Compound,Cy5 interf NS3h,NS3h inh CB
Fc1cnc(Nc2ccccc2)nc1Nc1ccccc1,1.06,22.3
COc1ccc(N(CC(=O)NC(C)c2ccccc2)S(=O)(=O)c2ccc(C)cc2)c(OC)c1 (centres undefined),0.984,18.9
O=C(Nc1ccc(F)cc1F)c1nn2c(c1Cl)NC(c1cccs1)CC2C(F)(F)F (centres undefined),0.742*,11.5
COC(=O)c1cccc(-c2ccc(/C=C3/C(=O)NN(c4cccc(Cl)c4)C3=O)o2)c1,0.766*,11.9
CCCOc1ccc(C(=O)NCc2ccccc2)cc1,1.02,-0.7
O=C(C1CC1c1ccccc1)N1CCN(C(c2ccccc2)c2ccccc2)CC1 (centres undefined),0.922,5.9
Cc1cccc(C(=O)N2CCC(C(N)=O)CC2)c1,1.01,-11.5
O=C1CC(c2ccc3c(c2)OCO3)CC2=C1C(c1cc3c(cc1Br)OCO3)Nc1ccccc1N2 (centres undefined),1,7.2
CC(C)(C)c1ccccc1NC(=O)C1CC(=O)N(c2ccc(Cl)cc2)C1 (centres undefined),1.01,9.9
NC1=NN(c2ccc(N)cc2)CC1,0.0757*,+
CC1(C)CC(=O)C=C(Nc2ccc(NC3=CC(=O)CC(C)(C)C3)cc2)C1,1.16,43.9*
CCN(CC)c1ccc(/C=N\N2C(=O)c3ccccc3C2=O)cc1,1.22*,7.3
O=C(/C=C/c1cccc(C(F)(F)F)c1)Nc1ccc([N+](=O)[O-])cc1,1.03,-0.9
CCOc1ccc(-c2ncnn2-c2cccc(Cl)c2)cc1,1.01,-6.1
O=C(c1ccc([N+](=O)[O-])cc1)N1CCSC1c1ccccc1Cl (centres undefined),1.04,5.1
O=C1NC(=O)C(=Cc2cccc(OCc3ccc(Cl)cc3Cl)c2)C(=O)N1,1,38.2
COc1ccc(N(CC(=O)Nc2cc(Cl)cc(Cl)c2)S(=O)(=O)c2ccccc2)cc1,1.02,-0.7
Cc1ccc(N(Cc2ccc(C(=O)NCCSc3ccc(Cl)cc3)cc2)S(C)(=O)=O)cc1C,0.934,0.0
COc1ccc(C(=O)CSc2nc3ccc([N+](=O)[O-])cc3[nH]2)cc1,0.662*,-4.3
O=C(Nc1ccccc1C(=O)Nc1ccc(Cl)cc1)c1cccs1,0.941,6.9
Cc1ccc(NCC2OCc3ccccc3CO2)cc1,0.97,-3.9
O=C(/C=C/c1cccc(C(F)(F)F)c1)Nc1ccccc1Cl,0.978,-9.4
Cc1ccc(C(=O)Nc2ccc3nn(-c4cccc([N+](=O)[O-])c4)nc3c2)cc1,0.922,16.1
COc1ccc(C2C(=C(O)c3ccccc3)C(=O)C(=O)N2c2cccc(C)c2)c(OC)c1 (centres undefined),0.979,3.2
COc1ccc(C2Nc3ccccc3C(=O)N2c2ccccc2)cc1Cn1nc(C)c(Cl)c1C (centres undefined),0.901,6.0

New compounds follow.
Compound,Cy5 interf NS3h,NS3h inh CB
N=c1n(CCO)c2ccccc2n1/N=C\c1ccc([N+](=O)[O-])cc1,0.965,6.8
c1ccc(-n2ncc3c2CCc2c-3[nH]c3ccccc23)cc1,1.06,-1.9
Cc1ccc(S(=O)(=O)Nc2ccc(Cl)cc2)cc1[N+](=O)[O-],0.954,1.9
CC1C(c2ccc(N(C)C)cc2)NC(c2ccc(N(C)C)cc2)C(C)C1O (centres undefined),1.02,2.8
COc1ccccc1CN1CCN(C(=O)c2ccc([N+](=O)[O-])cc2)CC1,1.03,-7.1
CC(C)(C)c1cc(Br)ccc1OCC(=O)Nc1ccccc1C(F)(F)F,1.02,3.7
O=C1C2C3CCC(O3)C2C(=O)N1c1cccc([N+](=O)[O-])c1 (centres undefined),0.896,-0.3
CCOC(=O)C(C(C)=O)(N1CCOCC1)N1CCOCC1,1.09,-8.2
CC(C)(C)c1ccccc1OCC(O)CN1CCCC1 (centres undefined),1.05,-4.9
Cc1oc2ccc(OCC(=O)C(C)(C)C)cc2c1C(=O)OC(C)C,0.818,25.1
O=C1C(=O)N(C2CCCC2)C(=O)N1C1CCCCC1,0.948,5.6
CNC(=O)COc1ccc(C23CC4CC(CC(C4)C2)C3)cc1,1.03,3.2
O=C(Nc1ccc2nsnc2c1Br)c1sc2ccccc2c1Cl,0.936,1.6
COC(=O)c1cccc(-n2c(C)cc(/C=C(\C#N)C(=O)Nc3ccc(F)cc3)c2C)c1,0.948,2.4
COc1ccc(C(=O)Nc2ccc(NC(=O)c3ccco3)c(OC)c2)cc1Cl,0.948,-4.6
COc1cc(CN2CCN(Cc3cc(OC)ccc3OC)CC2)cc(OC)c1,1.06,1.0
CC(C)OC(=O)c1cc2nc(-c3cccs3)cc(C(F)(F)F)n2n1,0.661*,9.6
COc1ccc(C)cc1NC(=O)Cc1ccccc1[N+](=O)[O-],1.08,11.9
COc1ccc(N2C(=O)CC(SC(=N)N3N=C(c4ccc(C)cc4)CC3c3ccc(Br)cc3)C2=O)cc1 (centres undefined),1,6.9
CC(=O)N/C(C)=C1\C(=O)CC2C1C2(C)C (centres undefined),0.995,-1.6
CC(NC(=O)C(=O)NCC1CCCO1)c1ccccc1 (centres undefined),0.636*,-1.5
COc1ccccc1CN1CCN(S(C)(=O)=O)CC1,0.77*,5.0
CCOC(=O)c1ccccc1NC(=O)c1cccc([N+](=O)[O-])c1C,1.09,-2.7
O=C(Nc1c(C(=O)N2CCCCC2)cnn1-c1ccccc1)c1ccccc1Cl,1.04,3.1
O=C(NC(=S)N1CCCCCC1)c1cccnc1,1.02,5.0

Additional results
Compound,Cy5 interf NS3h,NS3h inh CB
CC(C)OC(=O)C1C(=O)CC(C)(O)C(C(=O)OC(C)C)C1c1ccc2c(c1)OCO2 (centres undefined),1.06,7.4
COc1ccc(OC(C)C(=O)Nc2ccccc2Cl)cc1 (centres undefined),0.971,5.2
CCN1C(=O)/C(=C\c2cn(Cc3ccccc3)c3ccccc23)SC1=S,1.09,11.9
O=S(=O)(NCCOc1ccccc1Cl)c1ccc2ccccc2c1,0.997,0.4
O=C(/C=C/c1ccc(-c2cccc(Cl)c2)o1)c1ccco1,0.977,5.8
COc1ccc(N2C(=O)CC(Sc3nnc(N)s3)C2=O)cc1 (centres undefined),1.14,5.5
C=CCOC(=O)C1=C(C)NC(C)=C(C(=O)OCC=C)C1c1ccc(OC)c(OC)c1,0.8*,26.9
CC(C)NC(=O)C12CC3(C)CC(C)(CC(C)(C3)C1)C2,1.02,-0.7
COC(=O)CN(c1ccc(Cl)cc1)S(C)(=O)=O,1.02,0.3
COc1ccc(CC(=O)Nc2ccc(C)c(NC(=O)c3ccccc3)c2)cc1OC,0.972,-25.6
Cc1ccc(S(=O)(=O)NC(=NC(Cc2ccccc2)C(=O)O)c2ccccc2)cc1 (centres undefined),0.739*,19.5
C/C(=N/N=C1\NC(=O)C(CC(=O)Nc2ccccc2C)S1)c1ccc(F)cc1 (centres undefined),1.05,2.1
C=CCNC(=O)/C(=C/c1ccc(C)cc1)NC(=O)c1ccc(C)cc1,0.971,10.2
CCOc1cc(OCC)cc(C(=O)Nc2ccc(F)cc2)c1,1.03,20.3
COc1ccc(CCNC(=O)C(=O)NCC2CCCO2)cc1OC (centres undefined),1.03,13.8
CCOC(=O)C1CCN(C(=O)CC(c2ccccc2)c2ccccc2)CC1,0.999,12.7
CCC(C)C(C(=O)Nc1ccc(I)cc1)N1C(=O)c2ccccc2C1=O (centres undefined),0.929,7.6
COCCCNC(=O)/C(=C\C=C\c1ccccc1)NC(=O)c1ccccc1,1.05,5.8
Cc1cc(C)cc(Nc2cc(=O)n(C)c(=O)n2C)c1,0.942,2.4
CCCOc1cccc(C(=O)Nc2cccc(NC(=O)c3ccco3)c2)c1,0.976,1.5
Cc1cc(C)n(C(=O)CNC(=O)c2ccco2)n1,1.03,3.8
COc1ccc(C(=O)Nc2ccncc2)cc1Br,0.862,20.6
O=C1CN(C(=O)c2ccc(Cl)c([N+](=O)[O-])c2)c2ccccc2N1,1.05,2.2
O=C(NC1C2CC3CC(C2)CC1C3)c1ccc(I)cc1 (centres undefined),0.924,8.5
CCOn1c(=O)c(=O)n(OCc2ccccc2)c2ccccc21,1.01,4.2

Additional results.
Compound,Cy5 interf NS3h,NS3h inh CB
COC(=O)c1cccc(N2C(=O)C=CC2=O)c1,0.949,46.1*
COc1ccc(/C=C(\C#N)c2nc(-c3ccc(C)cc3)cs2)cc1,0.929,-1.8
COc1ccc(N(CC(=O)N2CCN(c3ccccc3OC)CC2)S(=O)(=O)c2ccccc2)c(OC)c1,0.958,5.0
CC(C)(C)c1ccccc1OCC(O)CN1CCOCC1 (centres undefined),0.944,-3.8
O=[N+]([O-])c1ccc(-c2ncccc2O)cc1,0.918,13.5
O=[N+]([O-])c1ccccc1S(=O)(=O)NC12CC3CC(CC(C3)C1)C2,1.02,9.6
CN(C)c1ccc(C2C(=C(O)c3ccc(Cl)cc3)C(=O)C(=O)N2C)cc1 (centres undefined),1.04,-0.7
Cc1ccccc1NC(=O)c1ccc(OCC(C)C)cc1,0.757*,12.4
Cc1nc2ccc(Br)cc2c2c1CC(C)O2 (centres undefined),1.08,3.5
O=C(Nc1nc2c(s1)C(=O)CCC2)c1ccccc1Cl,1.09,4.5
CCN(CC)Cc1c(O)ccc2occ(C(=O)c3cccs3)c12,1.07,-3.9
CCOCCOC(=O)c1ccc(NC(=O)c2ccncc2)cc1,0.966,2.3
CC(=O)CC1(O)C(=O)N(Cc2ccccc2)c2ccccc21 (centres undefined),1.03,-0.6
CC1CCN(c2cccc3c2C(=O)c2ccccc2C3=O)CC1,1,7.6
CCOc1ccccc1NC(=O)C(N)=O,0.941,-2.3
CC(C)C(NS(=O)(=O)c1ccccc1[N+](=O)[O-])C(=O)Nc1cccc2ccccc12 (centres undefined),0.82,16.1
O=C(C=C(O)c1ccccc1)C(=O)Nc1ccc(Br)cc1,1.04,0.6
O=C(c1cccc([N+](=O)[O-])c1)c1ccc2c(c1)C(=O)N(N1C(=O)c3ccccc3C1=O)C2=O,0.97,3.3
CCCOc1ccc(C(=S)N2CCN(c3cccc(C)c3)CC2)cc1,1.02,7.0
COC(=O)c1cccc(OC)c1[N+](=O)[O-],1.04,0.7
COc1ccc(C(=O)NCc2ccncc2)cc1[N+](=O)[O-],1.08,-3.3
CN(C)c1ccc(NC(=O)c2ccc(Cl)cc2)cc1,0.897,10.5
Cc1ccc(C2C3=C(CC(C)(C)CC3=O)OC3=C2C(=O)CC(C)(C)C3)o1,0.669*,15.9
COc1ccccc1-c1c(C#N)c(N)c(C#N)c2c1CCCC2,1.01,10.9
CCCCOC(C)n1cc(F)c(=O)[nH]c1=O (centres undefined),0.969,1.3

Additional structures follow.
Compound,Cy5 interf NS3h,NS3h inh CB
CC1(C)CC(=O)c2cc(-c3ccccc3)n(-c3ccccc3)c2C1,1,23.4
Cc1cccc(CC2CC(=O)N(c3ccc4ccccc4n3)C2=O)c1 (centres undefined),0.994,10.9
CC(=O)Nc1ccc(C(=O)CSc2n[nH]c(-c3ccccc3)n2)cc1,1.01,7.8
O=c1cc(-c2ccccc2)nc2cc(-c3cccc(Cl)c3)[nH]n12,1.24*,-57.9
O=C(Nc1cc(C(F)(F)F)ccc1Cl)c1nc2nc(-c3ccccc3)cc(C(F)(F)F)n2n1,1.04,9.1
COCCNC(=O)/C(=C/c1ccc(C(C)C)cc1)NC(=O)c1ccccc1,0.865,20.8
COc1ccc(C(=S)N2CCN(c3cccc(Cl)c3)CC2)cc1,0.941,18.5
Cc1ccc(C2=NN(C(=N)SC3CC(=O)N(c4ccc(F)cc4)C3=O)C(c3ccc(Br)cc3)C2)cc1 (centres undefined),1.12,0.3
O=C(NNC(=O)c1ccc(Oc2ccc(C(=O)NNC(=O)c3ccncc3)cc2)cc1)c1ccncc1,1.02,-17.3
Cc1ccc(-n2cnc(N)c2C(=O)c2ccc([N+](=O)[O-])cc2)cc1,1,13.8
COc1cc(NC(=O)c2ccc(-c3ccccc3[N+](=O)[O-])o2)ccc1NC(=O)c1ccco1,0.939,12.9
Brc1ccc(-c2nnc(SCCC3OCCCO3)o2)cc1,0.91,6.9
O=C(NCc1ccccn1)C(=O)Nc1ccc([N+](=O)[O-])cc1,1.05,-1.8
Cc1nc(C=C2C(=O)C=Cc3ccccc32)c(O)o1,1.06,-1.9
COc1ccc(C(=O)N/C(=C/c2cccs2)C(=O)NCCN2CCOCC2)cc1,0.87,5.2
CCOC(=O)c1ccc(NS(=O)(=O)c2c(C)cc(C)cc2C)cc1,0.976,14.0
O=C(NCc1cccnc1)c1cnn2c(C(F)(F)F)cc(-c3ccc4c(c3)OCO4)nc12,1.07,4.7
O=C1C(Cl)=C(N2CCN(c3ccccc3)CC2)C(=O)N1c1ccccc1,0.97,7.0
O=C(Nc1ccccc1C(=O)N1CCOCC1)c1ccc([N+](=O)[O-])cc1,0.963,0.3
COC(=O)C1CC(OCc2ccccc2)C1 (centres undefined),0.97,-5.3
